# GPR151 ag – activates the human receptor GPR151 | Q8TDV0 | PathHunter beta-arrestin GPR151 cells, luminescence | activation, % at 11.2 µM | actives 1% (n = 650,000) | AID 1508602; in the data active = activation above about 4.9%;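 note: 0% = median of compound wells and 100% = cells with positive control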
# TEAD-YAP inh – TEAD-YAP interaction inhibition. HEK-TIYL cells, TEAD-Gal4/YAP UAS-luciferase luminescence. inhibition, % at 9.12 µM. actives 1.4% (n = 640,000). AID 1259422; in the data active = inhibition above about 32%;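 note: 0% = median of test compound wells and 100% = reference inhibitor wells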
# MITF inh – inhibitors of human MITF | AlphaScreen MITF homodimerization, bead proximity signal | inhibition, % at 2.6 µM | actives 0.91% (n = 650,000); in the data active = inhibition above about 50%;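 note: 0% = vehicle wells with protein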
# FBW7 activator – activators of human E3 ligase FBW7; AlphaScreen FBW7–phospho-cyclin E peptide binding, activator screen; Q969H0; actives 0.13% (n = 650,000); normalized activity (activation), % at 26.1 µM; in the data active = normalized activity above about 1.9%;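 note: purified mutant Fbw7 with reduced substrate affinity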
# Target sequence (Q969H0 whole entry, looked up): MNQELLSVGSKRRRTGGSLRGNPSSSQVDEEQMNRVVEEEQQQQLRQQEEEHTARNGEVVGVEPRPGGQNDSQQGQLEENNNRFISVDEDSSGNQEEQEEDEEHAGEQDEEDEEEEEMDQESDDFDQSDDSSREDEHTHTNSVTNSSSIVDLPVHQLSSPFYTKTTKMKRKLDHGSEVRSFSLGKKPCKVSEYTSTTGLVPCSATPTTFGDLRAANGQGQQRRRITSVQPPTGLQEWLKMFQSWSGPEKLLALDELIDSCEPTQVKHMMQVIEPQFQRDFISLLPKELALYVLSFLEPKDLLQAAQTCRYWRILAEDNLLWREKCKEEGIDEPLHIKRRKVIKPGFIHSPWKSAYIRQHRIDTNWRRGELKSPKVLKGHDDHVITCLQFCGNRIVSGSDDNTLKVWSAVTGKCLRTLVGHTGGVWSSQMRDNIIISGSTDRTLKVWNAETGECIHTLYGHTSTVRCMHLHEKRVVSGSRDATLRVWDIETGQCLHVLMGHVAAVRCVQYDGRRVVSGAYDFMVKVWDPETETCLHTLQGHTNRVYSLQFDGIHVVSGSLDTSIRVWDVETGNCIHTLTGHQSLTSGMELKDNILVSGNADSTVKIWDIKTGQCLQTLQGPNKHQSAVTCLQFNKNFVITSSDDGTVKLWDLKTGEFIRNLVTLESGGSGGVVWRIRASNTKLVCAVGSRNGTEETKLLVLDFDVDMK
# An asterisk follows results filed as active; / = no result given; & = joins results of further samples. These rows are one share of the data, so the mix of outcomes need not match the whole.
molecule	GPR151 ag	TEAD-YAP inh	MITF inh	FBW7 activator
CC1CCN(C(=O)c2ccc(N3CC4CC(C3)c3cccc(=O)n3C4)c([N+](=O)[O-])c2)CC1 (centres undefined)	2.8	-4	-6	0.0
CN(C)C(=O)c1ccc(Cn2nc(C(=O)Nc3ccc4c(c3)OCO4)c3ccccc32)cc1	-5.6	-7	-13	-0.1
Nc1ccc(-c2ccc(N)cc2)cc1	-0.7	-34	4	0.1
COc1cc(/C=C/c2nc3ccccc3c(=O)n2-c2ccccc2OC)ccc1O	-0.4	4	-7	0.3
NC(=O)c1ccc(OCC(O)CN2CC=C(c3ccc(F)cc3)CC2)cc1 (centres undefined)	-1.6	13	5	0.3
CC1CN(C)CC(C)C1(O)c1ccccc1 (centres undefined)	-1.1	-6	-1	1.6
CN1CCc2cc3c(cc2C1O)OCO3 (centres undefined)	3.1&-0.7	10&0	14&-2	0.1&0.3
COc1nc(N2CCN(C)CC2)nc(N)c1[N+](=O)[O-]	-1.1	-1	6	0.1
N#Cc1ccc(NC(=O)COC(=O)COc2ccc3c(c2)CCC3)cc1Cl	-1.1	5	8	-0.1
CCOP(=S)(OCC)O/N=C(\C#N)c1ccccc1	4.7	-2	16	0.4
CCCc1[nH]nc2c1C1(C(=O)Nc3ccc(Br)cc31)C(C(=O)OCC)=C(N)O2 (centres undefined)	0.6	1	8	0.6
C=CCOC(=O)C1=C(C)OC(N)=C(C(=O)OCC)C12C(=O)N(CC=C)c1ccccc12 (centres undefined)	-0.4	6	-4	-0.1
COc1ccc(-n2c(/C=C/c3ccccc3F)nc3ccccc3c2=O)cc1Cl	-0.8	-4	7	0.0
CCOC(=O)c1ccc(NP(=O)(OCC(F)(F)F)OCC(F)(F)F)cc1	0.9	2	-11	-0.1
Cc1ccc(Cc2nc[nH]c2C)cc1	0.7	2	19	0.1
CCCCC/C=C\C/C=C\C/C=C\C/C=C\CCC(C)C(=O)NCCF (centres undefined)	-0.4	/	6	/
CN1CC=C(c2cc3c([nH]2)CCNC32CCN(C)CC2)CC1	-0.1	3	-2	0.0
CC(=O)N1C(=O)N([N+](=O)[O-])C2C1N([N+](=O)[O-])C(=O)N2C(C)=O (centres undefined)	0.4	1	12	0.0
COC(=O)N(c1ccc(OC)cc1)P1(=S)OCCC(C)O1 (centres undefined)	0.2	-6	-3	0.3
O=c1c2ccccc2nc(-c2ccccc2)n1-c1ccccn1	-0.3	0	-2	0.0
O=C(c1ccccc1)c1cc(Cl)ccc1NC(=O)c1c(O)c2ccccc2[nH]c1=O	-0.9	-5	-4	0.0
CCOC(=O)c1c(C)n(CCCOC(C)C)c2ccc(O)cc12	-0.6	-13	-6	0.0
CN1CCN(Cc2c(F)cccc2F)CC1CCO (centres undefined)	-0.9	-1	-6	0.6
Cc1cc(OCc2ccc(F)cc2)c2c3c(c(=O)oc2c1)CCCC3	0.6	13	13	0.0
Cc1cc(C)cc(NC2=NCCCS2)c1	0.3	4	-11	0.1
O=C(CN1C2CCC1CC(O)(c1ccccn1)C2)NCc1ccc(F)cc1 (centres undefined)	-1.0	-12	7	0.1
Cc1nc2c(C(=O)N3CCC4(CC3)OCCO4)cnn2c(C)c1Cc1cccc(Cl)c1	0.1	-3	1	-0.1
Cc1ncc(CN2CCCC(C(=O)c3ccc(C(C)(C)C)cc3)C2)[nH]1 (centres undefined)	2.0	20	-1	0.0
CCCN[C@@H]1CCc2c(OC)cccc2[C@@H]1C	0.2	/	6	0.0
Cc1ccc(-n2c(/C=C/c3ccc(Br)s3)nc3ccccc3c2=O)cc1	-1.2	-7	5	0.3
Cc1cc2oc(=O)c3c(c2c(O)c1CN1CCN(C)CC1)CCCC3	9.3*	6	-16	0.1
Cc1cnc(NC(=O)CN2C3CCC2CC(O)(c2nccn2C)C3)s1 (centres undefined)	0.7	1	-3	0.0
COc1cccc(CN2CCN(C)C(CCO)C2)c1 (centres undefined)	-0.5	-3	-11	0.0
O=C(c1ccccc1Cl)c1cc(Cl)ccc1NC(=O)c1cccc2ccccc12	-0.3	5	38	0.4
COC(=O)c1ccc(C2C(C#N)=C(N)Oc3c2c(=O)oc2ccccc32)cc1 (centres undefined)	0.0	2	-14	-0.1
Cc1ccccc1-n1c(=S)[nH]c2ccccc2c1=O	-0.1	-15	7	0.2
Cc1ccc(S(=O)(=O)Cc2ccc(C(=O)N3CCC4(CC3)OCCO4)o2)cc1	-1.1	-20	19	-0.3
CCCCCC(=O)N[C@H]1CCOC1=O	0.6	/	-2	/
C[C@@H]1NC(=O)[C@H]2CN(Cc3ccccn3)CCN2C1=O	-0.8	-3	6	-0.1
C=C(C)Cn1c(=O)n(CC2CS2)c2ccccc21 (centres undefined)	0.2	7	24	0.8
CCOC(=O)C1=C(NC(=S)NC(=O)c2ccccc2)c2ccccc2CC12CCCCC2	-1.9	-11	27	1.4
Cc1ccc2c(c1)c(=O)c1c3n2CCN(CC2CO2)C3CC1 (centres undefined)	-0.2	-14	11	0.5
COC(=O)C12C(=O)Oc3ccc([N+](=O)[O-])cc3C1C2(C)C(=O)c1ccccc1 (centres undefined)	-1.6	-4	-5	-0.1
COc1cc(/C=C/[N+](=O)[O-])ccc1OC(C)C	-1.0	15	-13	0.0
CC(C)OP(=O)(OC(C)C)C(NCc1ccccc1)c1ccccc1 (centres undefined)	1.2	-8	2	0.2
COc1ccc(C(=O)C2NC2c2ccccc2[N+](=O)[O-])cc1 (centres undefined)	0.7	0	-1	0.1
O=C1NC2(CCNCC2)N=C1c1ccccc1	1.3	6	11	0.2
O=C(COc1ccc2ccccc2c1)N1CCN(C2CCCCC2)CC1	-0.3	0	45	0.0
O=C1CC2OCC=C3CN4CCC56c7cc([N+](=O)[O-])ccc7N1C5C2C3CC46 (centres undefined)	0.6	5	-15	-0.1
COc1cccc(NC(=O)CN2CC(c3ccccc3)CC2=O)c1 (centres undefined)	0.0	0	21	1.4

# Continuation.
molecule	GPR151 ag	TEAD-YAP inh	MITF inh	FBW7 activator
Cc1cccc(-n2c(O)c(C)c(=O)[nH]c2=S)c1	-0.1	6	15	0.3
Cc1ccccc1CN1CCN(c2ccc([N+](=O)[O-])cc2)CC1	2.1	12	11	0.1
O=C1CC(=O)N(c2cccc(Cl)c2)C(=O)N1	-1.2	7	4	0.3
CCC(C)N1CCN(Cc2ccc(OC)c(OC)c2)CC1 (centres undefined)	-0.2	8	64*	0.1
CCCCn1c(C)c(C(=O)OCC)c2cc(OC(=O)CCC)c3ccccc3c21	4.8	-7	8	0.3
COc1ccc(Cl)cc1NC1=NCCCS1	0.5	-7	3	0.0
COc1ccc(CN2CCN(Cc3ccccc3C)CC2)cc1Br	0.1	1	83*	-0.1
CN1/C(=C2\C=NN(c3ccccc3)P2(=S)N2CCOCC2)C(C)(C)c2ccccc21 (centres undefined)	1.4	-3	-8	-0.2
CSc1ccc(/C=C/c2nc3ccccc3c(=O)n2-c2ccc(C)c(C)c2)cc1	-1.4	7	6	-0.2
Cc1cc2n(n1)C(c1cccnc1)Nc1ccccc1-2 (centres undefined)	-0.8	12	-1	0.0
Cc1ccc(-n2c(/C=C/c3ccc(O)cc3)nc3ccccc3c2=O)cc1C	1.6	12	-5	0.2
CC1CCCC(C)N1CC#CCO (centres undefined)	0.9	4	5	0.1
COc1ccc(NC(=O)c2cn(CCC#N)nc2-c2ccc(OC)c(OC)c2)cc1	0.1	2	-13	0.3
COc1ccc(/C=C/c2nc3ccccc3c(=O)n2-c2ccc(C)c(C)c2)cc1	-1.6	6	5	0.7
CC(C)NC(=O)N(Cc1cccnc1)C1CCN(Cc2ccncc2)CC1	-1.1	-4	-1	0.3
O=[N+]([O-])c1ccc(Br)c2c1no[n+]2[O-]	-1.4	-4	74*	-1.0
CCN(CC)c1ccc(CN2CC3CC(C2)c2cccc(=O)n2C3)cc1 (centres undefined)	0.5	-4	10	-0.1
O=c1cccc2n1CC1CC2CN(C(=S)Nc2cccc(Cl)c2)C1 (centres undefined)	0.0	8	-7	-0.1
COc1cccc(-n2c(/C=C\c3ccc(Cl)cc3)nc3ccccc3c2=O)c1	2.4	7	4	0.1
C=CCOC(=O)C1C2NC(=S)NC1(C)Oc1c(OC)cccc12 (centres undefined)	1.1	3	6	-0.1
Cc1ccc(Cl)c(C(=O)CN(C)C)c1	1.0	-2	-8	-0.1
CCN1CC=C(c2c[nH]c3ccccc23)CC1	-0.8	20	1	-0.1
NC(=S)/N=C/c1c(O)[nH]c(=O)[nH]c1=O	1.6	15	25	0.0
O=C1N[C@H](CO)C(=O)N2CCNC[C@H]12	-0.5	5	1	-0.2
Fc1ccc(Sc2c(F)c(F)nc(N3CCNCC3)c2F)cc1	0.5	9	0	0.0

# 2 compounds drawn at random from the list so far, as already listed:
molecule	GPR151 ag	TEAD-YAP inh	MITF inh	FBW7 activator
COc1ccc(/C=C/c2nc3ccccc3c(=O)n2-c2ccc(C)c(C)c2)cc1	-1.6	6	5	0.7
CCCCn1c(C)c(C(=O)OCC)c2cc(OC(=O)CCC)c3ccccc3c21	4.8	-7	8	0.3

# (list continues)
smiles,GPR151 ag,TEAD-YAP inh,MITF inh,FBW7 activator
c1ccc(-c2nc(N3CCOCC3)s[n+]2-c2ccccc2)cc1,-1.3,-19,13,0.2
COc1cc(C)c(CN2CCNCC2)cc1OC,-0.7,-8,15,0.1
COc1cc(C(c2c(C)[nH]n(-c3ccccc3)c2=O)c2c(C)[nH]n(-c3ccccc3)c2=O)cc(OC)c1OC,0.8,-3,-10,-1.4
Cc1ccc(-n2c(/C=C/c3ccc([N+](=O)[O-])o3)nc3ccccc3c2=O)cc1,1.7,-9,16,-0.1
CCCN(CCC)S(=O)(=O)c1ccc(C(=O)Nc2ccc(Cl)cc2C(=O)c2ccccc2)cc1,0.3,6,5,0.0
CCCC(C)n1[nH]c(=O)c2c1NC(=O)CSC2c1ccc(N(C)C)cc1 (centres undefined),2.0,1,2,-0.1
CCc1ccc(N2C(=O)CC(=O)NC2=O)cc1,-1.4,1,69*,0.4
N#Cc1ccc(N2Cc3ccccc3C2=N)cc1,-2.5,-7,-3,0.0
COc1ccc(CN2CCN(Cc3cccc(Cl)c3)CC2)cc1,1.4,6,83*,-0.1
COC(=O)C(Cc1ccccc1)N1CC1C(N)=O (centres undefined),-0.1,12,-4,0.0
O=C(CN1CCN(c2ccccc2F)CC1)Nc1ccc(Br)cc1C(=O)c1ccccc1Br,0.4,7,1,0.1
CN(C(=O)C(Cl)(Cl)Cl)c1ccccc1,-0.9,2,10,0.1
COc1cc(C2SCC(=O)Nc3c2c(-c2ccccc2)nn3-c2ccccc2)cc(OC)c1OC (centres undefined),0.4,9,8,0.2
COc1ccc(CCN(C)Cc2cc(OC)c(OC)cc2[N+](=O)[O-])cc1OC,8.4*,13,-14,0.0
CCOc1ccc(-n2c(O)c(C=Nc3ccc(N4CCOCC4)cc3)c(=O)[nH]c2=O)cc1,0.7,14,4,-0.1
CCN1CCN(Cc2cccc([N+](=O)[O-])c2)CC1,0.1,-2,-11,-0.2
c1ccc2cc(CC3=NCCN3)ccc2c1,-1.6,0,12,0.0
COc1cc(CN2CCN(c3ccccc3OC)CC2)ccc1O,-0.1,0,26,-0.1
CSc1ccc(CN2CCN(Cc3ccccc3Br)CC2)cc1,0.3,2,75*,-0.2
COc1cc(/C=C2/C(=O)NC(=O)N(Cc3ccc(F)cc3)C2=O)ccc1O,-0.2,2,-21,-1.1
CC(=O)NC1CCSC1=O (centres undefined),-0.5&1.2,-5,4&-1,-0.3&0.0
COc1cc(NCc2ccc(Cl)nc2)ncn1,0.3,5,7,0.3
O=C1CC(=O)N(c2ccccc2)C(=S)N1,-0.8,5,10,0.1
O=c1cccc2n1C[C@H]1CNC[C@H]2C1,-0.8&-1.4&-1.2&1.1,-5&1&-4,6&-27&5&-8,0.7&0.0&0.1&0.0
FC(F)(F)c1cccc(-n2nnnc2C2(N3CCOCC3)CCCCC2)c1,-0.8,-5,-2,0.3
COC(=O)C1(C#N)C(c2ccc(Cl)cc2)C(C(N)=O)N2C=C(C(C)=O)C=CC21 (centres undefined),0.5,-5,0,-0.3
COc1ccc(CC2C(=O)NC(=O)N(C3CCCCC3)C2=O)cc1 (centres undefined),-0.5,4,-2,-0.1

# Rewritten as labelled records: part of the list above.
O=c1cccc2n1C[C@H]1CNC[C@H]2C1
  GPR151 ag: -0.8&-1.4&-1.2&1.1
  TEAD-YAP inh: -5&1&-4
  MITF inh: 6&-27&5&-8
  FBW7 activator: 0.7&0.0&0.1&0.0

FC(F)(F)c1cccc(-n2nnnc2C2(N3CCOCC3)CCCCC2)c1
  GPR151 ag: -0.8
  TEAD-YAP inh: -5
  MITF inh: -2
  FBW7 activator: 0.3

COC(=O)C1(C#N)C(c2ccc(Cl)cc2)C(C(N)=O)N2C=C(C(C)=O)C=CC21 (centres undefined)
  GPR151 ag: 0.5
  TEAD-YAP inh: -5
  MITF inh: 0
  FBW7 activator: -0.3

COc1ccc(CC2C(=O)NC(=O)N(C3CCCCC3)C2=O)cc1 (centres undefined)
  GPR151 ag: -0.5
  TEAD-YAP inh: 4
  MITF inh: -2
  FBW7 activator: -0.1

# High-throughput results (PubChem)
